Screening results as filed in PubChem.
SRC1 TRFRET art – TR-FRET detection interference compounds, primary screen, artefact control for PPARgamma SRC-1 recruitment agonists, biochemical, TR-FRET emission ratio. TR-FRET ratio at 8 µM. AID 1051, 2008. TR-FRET detection artefact counter-screen; hits give high values. actives 0.34% (n = 99,000); in the data active = TR-FRET ratio above about 2300; also: inactives centre near 1800
SRC3 TRFRET art – TR-FRET detection interference compounds, artefact control for PPARgamma SRC-3 recruitment agonists, biochemical, TR-FRET ratio; actives 0.39% (n = 99,000); AID 1048, 2008; TR-FRET ratio at 8 µM; TR-FRET artefact counter-screen, PPARgamma/SRC-3 format; hits give high values; in the data active = TR-FRET ratio above about 2000; also: inactives centre near 1600
* hit, by the source's call.

| SMILES | SRC3 TRFRET art | SRC1 TRFRET art |
| --- | --- | --- |
| Cc1ccc(NC(=O)COC(=O)c2cc(Cl)ccc2[N+](=O)[O-])cc1 | 1508 | 1884 |
| COc1ccc(NC(=O)COc2ccc(C(=O)OCC(=O)N(C)C3CCS(=O)(=O)C3)cc2OC)cc1 (centres undefined) | 1517 | 1644 |
| O=C(COC(=O)CNC(=O)c1ccccc1F)NCCC1=CCCCC1 | 1595 | 1570 |
| CCCC(=O)Oc1ccc(-c2nccc(C(OC)OC)n2)cc1 | 1426 | 1790 |
| O=C(Nc1ccc(O)c(-c2nc3ccccc3o2)c1)C1(c2ccc([N+](=O)[O-])cc2)CCCC1 | 1519 | 2066 |
| C/C(=N/NC(=O)c1ccc2c(c1)OCO2)c1ccc(NC(=O)C(F)(F)F)cc1 | 1508 | 1782 |
| COc1ccc(Cc2c(O)nc(SCC(=O)NC(C)(C)C)[nH]c2=O)cc1 | 1732 | 1685 |
| O=C(CN1C(=O)/C(=C/c2ccccc2F)Oc2ccccc21)N1CCN(c2ccccn2)CC1 | 1506 | 1704 |
| O=C(Nc1ccccc1)c1ccccc1N=Cc1cccc(O)c1 | 1370 | 1863 |
| COc1ccc(/C(N)=N/OC(=O)Oc2ccccc2)cc1OC | 1424 | 1605 |
| CCCCNc1ncnc2c1cnn2-c1ccc(C)cc1C | 1666 | 1813 |
| Cc1cccc(NCCC#N)c1 | 1640 | 1926 |
| COc1c(C)cc(C(=O)C2CCCN(C(=O)C3=C(C)OCCO3)C2)cc1C (centres undefined) | 1651 | 1926 |
| COc1ccc(NC(=S)NCc2cccnc2)cc1 | 1739 | 1948 |
| CCC(CO)NCc1ccc2c(c1)n(C)c(=O)n2C (centres undefined) | 1215 | 1686 |
| C/C=C/C(=O)Nc1nnc(-c2ccccc2C)s1 | 1564 | 1754 |
| C[N+]1(C)CC2([N+](=O)[O-])CC=C(Oc3ccccc3)C([N+](=O)[O-])(C2)C1 (centres undefined) | 1458 | 1656 |
| O=C(NCc1ccc(Cl)cc1)c1n[nH]c([N+](=O)[O-])c1Cl | 1707 | 1877 |
| COc1ccc(CC(=O)OCc2cc(=O)n3cc(Br)ccc3n2)cc1OC | 1381 | 1587 |
| CCc1ccc(/C=C(\Cl)c2nc3cc(Cl)ccc3c(=O)[nH]2)cc1 | 1585 | 1435 |
| CNc1ccc(/C=C(\C#N)c2ccccn2)cc1[N+](=O)[O-] | 1654 | 1981 |
| COC(=O)c1ccc([C@@H]2C[C@H]3CN(Cc4cccnc4)C(=O)[C@]34CCCN24)cc1 | 1578 | 1850 |
| CCOc1cc(CNc2ccc(N3CCCCC3)cc2)cc(Br)c1OCC(=O)NC(C)(C)C | 1695 | 2032 |
| COC(=O)C1=C(C)N(Cc2ccccc2)C(=O)N[C@H]1c1ccccc1 | 1553 | 1780 |

Arranged by number of heavy atoms (lowest first): some entries from above
| SMILES | SRC3 TRFRET art | SRC1 TRFRET art |
| --- | --- | --- |
| CCCCNc1ncnc2c1cnn2-c1ccc(C)cc1C | 1666 | 1813 |
| COc1ccc(/C(N)=N/OC(=O)Oc2ccccc2)cc1OC | 1424 | 1605 |
| COc1c(C)cc(C(=O)C2CCCN(C(=O)C3=C(C)OCCO3)C2)cc1C (centres undefined) | 1651 | 1926 |
| O=C(Nc1ccc(O)c(-c2nc3ccccc3o2)c1)C1(c2ccc([N+](=O)[O-])cc2)CCCC1 | 1519 | 2066 |

(continued)
| SMILES | SRC3 TRFRET art | SRC1 TRFRET art |
| --- | --- | --- |
| N#CCC(=O)N/N=C/c1ccc(OC2CSC2)cc1 | 1502 | 1550 |
| CCN(Cc1ccccc1)C(=O)COC(=O)Cn1cnc2ccccc21 | 1680 | 1813 |
| COc1cccc(N/C(N)=N/c2nc(C(F)(F)F)cc(=O)[nH]2)c1 | 1686 | 1790 |
| Cc1ccc(/C=N/NC(=O)Cn2cncn2)cc1 | 1521 | 1536 |
| Cc1ccc(S(=O)(=O)CCc2nc3ccccc3[nH]2)cc1C | 1744 | 1810 |
| Cc1ccc(S(=O)(=O)NCC(c2ccco2)N2CCOCC2)cc1 (centres undefined) | 1497 | 2100 |
| O=C(Nc1ccc(S(=O)(=O)Nc2ccccc2)cc1)c1ccc(CN2CCOCC2)cc1 | 1650 | 1860 |
| N#Cc1c(Nc2ccccc2)sc(C(=O)c2ccc(F)cc2)c1N | 1647 | 1843 |
| CC(C)Nc1nc(SC(C)C(=O)Nc2ccccc2)nc(N(C)C)n1 (centres undefined) | 1493 | 1875 |
| COc1ccc(-n2c(CN3CCN(Cc4ccccc4)CC3)nc3ccc([N+](=O)[O-])cc3c2=O)c(OC)c1 | 1333 | 1760 |
| Cc1c(Cl)cccc1NC(=O)CNC(=O)c1ccc(F)cc1 | 1649 | 1735 |
| Cc1cc(C)n(C(=O)/C(C#N)=N/Nc2cc(Cl)cc(Cl)c2)n1 | 1833 | 1782 |
| CC1CCCC(NC(=O)C2c3ccccc3C(=O)N2Cc2cccs2)C1C (centres undefined) | 1597 | 1945 |
| O=S(=O)(Nc1ccccc1O)c1ccc(-c2ccccc2)cc1 | 1799 | 1758 |
| CCCCOC(=O)/C=C/c1ccc(OC(=O)OC)c(OC(=O)OC)c1 | 1425 | 1736 |
| CN(C)S(=O)(=O)c1cc(NC(=O)COC(=O)Cc2cccc3ccccc23)ccc1Cl | 1956 | 1884 |
| C#Cc1ccc(C(=O)Nc2ccc(N3CCC(C)CC3)c(C(N)=O)c2)cc1 | 1472 | 1699 |
| O=C(Cn1cccc1C(=O)c1ccccc1)NCCC1=CCCCC1 | 1645 | 2024 |
| O=C(Cc1ccc(Cl)c(Cl)c1)Nc1ccc(SC(F)F)cc1 | 1455 | 1579 |
| Cc1ccc([N+](=O)[O-])cc1NCC(=O)NN | 1673 | 2006 |
| CCc1ccc(N2CSC3=C(C#N)C(c4cccs4)CC(=O)N3C2)cc1 (centres undefined) | 1937 | 2307 |
| N#Cc1c(N)nc2c(c1-c1ccccc1)CCC2 | 1561 | 1736 |
| O=C(COC(=O)c1cccc2ccccc12)NCC1CCCO1 (centres undefined) | 1579 | 1972 |
| CC1(C)CC(=O)C2=C(C1)N1C(=C(C#N)C2c2ccccc2Cl)N=C(N)c2ccccc21 (centres undefined) | 1557 | 1722 |
| Cc1cccc(Nc2nnc(SCc3cc(=O)n4cc(C)ccc4n3)s2)c1 | 1584 | 1752 |
| CC(=O)C12C3C4C(C5C1C3C5(Br)C41OCCO1)C21OCCO1 (centres undefined) | 1687 | 1904 |
| CN(Cc1ccccc1)C(=O)c1nc2ccccn2c1CNCCn1cccn1 | 1415 | 1789 |
| CCOC(=O)Cn1cc(/C=N/N2C(=O)C3C4C=CC(C4)C3C2=O)c2ccccc21 (centres undefined) | 1594 | 1945 |
| Cc1c(C(=O)NC(C)C)c(-c2ccccc2)nn1-c1ccccc1 | 1794 | 1925 |
| COc1ccc(NC(=S)NNC(=O)c2nnn(-c3ccccc3)c2C)cc1 | 1396 | 1668 |
| CCN(CC)CCCNC(=O)c1ccc2c(SCC(=O)O)c3c(nc2c1)CCC3 | 1780 | 1924 |
| CC1=C(C#N)C(=O)NC(=O)/C1=C/c1ccc(-c2ccc(S(N)(=O)=O)cc2)o1 | 1432 | 1981 |
| CN1OCC(S(=O)(=O)c2ccccc2)C1c1ccccc1 (centres undefined) | 1461 | 1687 |
| COc1cc(-c2cc(C(=O)Nc3nc4ccccc4s3)c3ccccc3n2)cc(OC)c1OC | 1260 | 1663 |
| Cc1cccn2c(=O)c(/C=C(\C#N)C(=O)NCc3ccco3)c(N3CCCC(C)C3)nc12 (centres undefined) | 1608 | 2133 |
| Cc1sc(NC(=O)c2ccccc2)c(C(=O)c2ccccc2)c1C | 1461 | 1862 |
| CCN(CC)S(=O)(=O)c1cc(NC(=O)CN2C(=O)NC3(CCCc4ccccc43)C2=O)ccc1C (centres undefined) | 1641 | 2001 |
| Nc1nc(-c2ccc(Br)cc2)c(S(=O)(=O)c2ccccc2)s1 | 1559 | 1647 |
| COc1ccc(CNC(=O)c2noc(C(C)C)c2[N+](=O)[O-])cc1 | 1578 | 2138 |
| O=C(Nc1ccc(F)cc1)Nc1cc(S(=O)(=O)N2CCOCC2)ccc1N1CCCC1 | 1585 | 1592 |

Full records, looked up by structure:
Entry for `Nc1nc(-c2ccc(Br)cc2)c(S(=O)(=O)c2ccccc2)s1` = SRC3 TRFRET art: 1559; SRC1 TRFRET art: 1647
Entry for `CN1OCC(S(=O)(=O)c2ccccc2)C1c1ccccc1` (centres undefined) = SRC3 TRFRET art: 1461; SRC1 TRFRET art: 1687

Carrying on:
| SMILES | SRC3 TRFRET art | SRC1 TRFRET art |
| --- | --- | --- |
| S=C(NCc1ccccc1)NNc1ccccc1 | 1563 | 1622 |
| COc1ccc(NC(=O)C(c2ccccn2)N(C(C)=O)c2ccc(C)cc2)cc1 (centres undefined) | 1455 | 1689 |
| O=S1(=O)CCN2N=C(C34CC5CC(CC(C5)C3)C4)SC2=N1 | 1514 | 1968 |
| COC(=O)c1c(-c2cccc(OC)c2)csc1N | 1478 | 1851 |
| COCCCNc1nc2ccccc2[nH]c1=O | 1531 | 2124 |
| COc1cc(CCC(=O)Nc2ccc(S(=O)(=O)NC3=NCCCCC3)cc2)cc(OC)c1OC | 1480 | 1707 |
| COc1ccc(CC(=O)Nc2cc(S(=O)(=O)N3CCCCC3)ccc2N2CCN(C)CC2)cc1 | 1512 | 1622 |
| NS(=O)(=O)c1ccc(NC(=O)Cc2c(F)cccc2Cl)cc1 | 1363 | 1599 |
| CN(C)CCOc1ccc(Cl)cc1C(C)(C)C | 1537 | 1865 |
| Cc1ccc(OC(=O)c2cccc(S(=O)(=O)N3CCCC3)c2)c(-n2nc3ccccc3n2)c1 | 1593 | 1623 |
| COc1cc(C2C(C#N)=C(N)Oc3n[nH]c(-c4cccnc4)c32)cc(Br)c1O (centres undefined) | 1550 | 1912 |
| Clc1ccc(-c2nnc3n2CCCCS3)cc1 | 1534 | 1742 |
| CCOc1cccc2cc(C(C)=O)oc12 | 1527 | 1642 |
| O=c1c2c(-c3ccccc3)csc2ncn1/N=C/c1cccc([N+](=O)[O-])c1O | 1736 | 1821 |
| COCCn1c(=NC(=O)c2ccc(S(=O)(=O)N3CCCc4ccccc43)cc2)sc2cc(S(C)(=O)=O)ccc21 | 1470 | 1849 |
| O=c1c2cc(NC(=S)NC3CCCC3)ccc2nc2n1CCCCC2 | 1635 | 1933 |
| O=C(O)C1=C[C@H](C2CC2)C[C@H](OCCCCO)O1 | 1472 | 1567 |
| C=CCNC(=O)COC(=O)c1cccnc1Nc1ccccc1F | 1418 | 1505 |
| CC(C)(C)c1ccc(C(=O)N/N=C/c2ccc(OCCCF)cc2)cc1 | 1597 | 1608 |
| COc1cc([N+](=O)[O-])cc(/C=N/NC(=O)C(C)Nc2ccccc2C)c1O (centres undefined) | 1490 | 1966 |
| CCOc1ccc2nc(N3C(=O)/C(=C/c4ccccc4)NC3=S)sc2c1 | 1655 | 1607 |
| CN1c2ccccc2N(C)C1(C)c1ccccc1 | 1549 | 1929 |
| Cc1ccc(-n2c(-c3cnccn3)n[nH]c2=S)cc1 | 1533 | 1782 |
| CCCCCNC(=O)C1CCC(Cn2c(=S)[nH]c3ccccc3c2=O)CC1 (centres undefined) | 1548 | 1512 |
| CCCC(=O)Nc1ccc(Cl)c(NC(=S)NC(=O)c2cc3ccccc3o2)c1 | 1514 | 1773 |
| COc1cc(CCC(=O)NNC(=O)c2ccc(C)cc2)cc(OC)c1OC | 1702 | 1937 |
| COC(=O)c1c(C)[nH]c(C(=O)/C=C/c2ccc(Cl)cc2)c1C | 1532 | 1899 |
| C/C(=C\c1ccccc1)C(=O)c1c(C)cc(C)[nH]c1=O | 1441 | 1599 |
| Cc1cc(OCCCC(=O)NCCN2C(=O)S/C(=C\c3cccnc3)C2=O)ccc1Cl | 1519 | 1661 |
| Cc1cc(C(=O)Nc2ccccc2C(=O)O)ccc1NC(=O)COc1cccc([N+](=O)[O-])c1 | 1424 | 1735 |
| Cc1cccc(OCC(=O)N2CCCc3ccccc32)c1 | 1513 | 1572 |
| S=c1[nH]nc(-c2ccc3c(c2)OCO3)n1-c1ccccc1 | 1680 | 2044 |
| COc1ccccc1C(=O)Nn1c(-c2cccs2)nc2ccccc2c1=O | 1382 | 1673 |
| CCCCN(C)CCNC(=O)CSCc1ccc(C)cc1 | 1554 | 1946 |
| O=C(O)CCC(=O)Nc1nc2ccc([N+](=O)[O-])cc2s1 | 1744 | 1760 |
| O=C1NC(N2CCOCC2)=N/C1=C/c1ccc2c(c1)OCO2 | 1837 | 1834 |
| CCOC(=O)/C(=N\Nc1ccccc1[N+](=O)[O-])c1csc(Nc2ccccc2)n1 | 1627 | 1724 |
| Cc1c(NC(=O)C(C)OC(=O)c2ccc(Cl)nc2)c(=O)n(-c2ccccc2)n1C (centres undefined) | 1533 | 1612 |
| COc1ccc(/C=C2/N=C(SCC(=O)Nc3cc(C)on3)N(c3ccccc3)C2=O)cc1 | 1421 | 1768 |
| c1nnc(-c2ccc3c(c2)OCO3)o1 | 1625 | 2162 |
| CCCCNC(=O)N1CCN(c2ncccn2)CC1 | 1568 | 1864 |
| CNc1ccc(Br)cc(C(=O)/C=C/c2ccc(OC)cc2)c1=O | 1596 | 1620 |
| C=CCn1c(=O)c2ccc(C(=O)NCc3ccccc3)cc2n(Cc2ccc(Cl)cc2)c1=O | 1620 | 1906 |
| CC(=O)NCCN1C(=O)S/C(=C\c2cccs2)C1=O | 1566 | 1832 |
| N/C(=N\OC(=O)c1ccc(Cl)cc1Cl)c1ccccn1 | 1684 | 1773 |
| N#C/C(=C\c1ccc(-c2ccc(S(=O)(=O)N3CCOCC3)cc2)o1)C(=O)NC1CC1 | 1829 | 2001 |
| CN(C)c1ccc(C(=O)Nc2nnc(C3=COCCO3)o2)cc1 | 1493 | 1683 |
| CSc1ccc(/C=C(\C#N)C(=O)NC2CCCCC2)cc1 | 1546 | 1755 |
| O=c1c2ccc(Cl)cc2[nH]c(=S)n1CCC1=CCCCC1 | 1376 | 1818 |
| CCN1CCN(C(=O)c2nn(-c3ccc(C)cc3)c(=O)c3c2c2ccccc2n3C)CC1 | 1418 | 1593 |

This is a subset (hit frequency here may not be typical).
